Assay outcomes deposited in PubChem BioAssay by Sanford-Burnham Center for Chemical Genomics.
A3G deaminase: inhibitors of human APOBEC3G DNA deaminase. inhibition, % at 20 µM. recombinant A3G, ssDNA deamination FAM/TAMRA fluorescence. 330,000 tested, 0.28% active;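 active means inhibition of at least 40% at 20 µM, with no more than 30% in the related APOBEC3A deaminase screen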;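 further: plate controls were DMSO wells with A3G for no effect and wells lacking A3G enzyme for full effect; some compounds called inactive have numbers as strong as hits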
Target sequence (Q9HC16 whole entry, looked up): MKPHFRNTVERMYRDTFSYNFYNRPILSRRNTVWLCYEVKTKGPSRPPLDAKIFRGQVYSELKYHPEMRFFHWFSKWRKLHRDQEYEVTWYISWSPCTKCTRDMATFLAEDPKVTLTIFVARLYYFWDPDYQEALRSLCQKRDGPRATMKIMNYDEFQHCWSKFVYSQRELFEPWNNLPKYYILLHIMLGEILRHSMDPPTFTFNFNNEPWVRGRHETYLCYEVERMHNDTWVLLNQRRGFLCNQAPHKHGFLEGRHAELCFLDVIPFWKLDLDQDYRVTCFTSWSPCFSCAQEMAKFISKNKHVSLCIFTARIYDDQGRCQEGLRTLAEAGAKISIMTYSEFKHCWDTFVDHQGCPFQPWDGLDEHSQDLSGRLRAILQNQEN
mIAP act: mouse IAP activation; activation factor at 10 µM; AID 2805; 330,000 tested, 0.24% active; muIAP, CDP-Star luminescence, 30 min; stronger effect = higher value; 1 = vehicle-only enzyme signal, 0 = enzyme-free wells;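 active means activation factor of at least 2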; further: the source names both 10 and 20 µM as test concentration; values of inactives mirror those of a sister screen read the other way
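Assay system: mouse IAP enzyme / Compound: DMSO-dissolved test compounds / Timing: 30 min, room temperature / Measured by: luminescence from enzymatic CDP-Star hydrolysis / Control set: DMSO-only wells, enzyme-free buffer wells as negative control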
A3A deaminase: human APOBEC3A DNA deaminase inhibition; P31941; recombinant A3A, FAM/TAMRA ssDNA deamination fluorescence; inhibition, % at 20 µM; 330,000 tested, 0.41% active; AID 493011;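 active means at least 40% inhibition at 20 µM here, with at most 30% in a related deaminase screen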;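 further: plate controls were A3A with DMSO for no effect and wells lacking A3A enzyme for full effect; some results filed as inactive read as strong as hits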
Target sequence (P31941 whole entry, looked up): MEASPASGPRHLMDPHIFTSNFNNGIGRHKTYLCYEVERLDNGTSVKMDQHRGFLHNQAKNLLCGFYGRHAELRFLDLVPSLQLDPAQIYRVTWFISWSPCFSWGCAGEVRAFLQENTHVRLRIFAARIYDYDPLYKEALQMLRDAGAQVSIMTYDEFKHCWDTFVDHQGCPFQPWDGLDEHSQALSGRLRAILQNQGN
MPTP inh: inhibitors of mitochondrial permeability transition pore | isolated mouse mitochondria, Ca2+ swelling absorbance, 30 min | inhibition, % at 10 µM | 360,000 tested, 1.4% active | AID 602449;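 active means inhibition of 50% or more, scaled per plate between neutral and stimulator controls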;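 further: 0% = DMSO wells given calcium and 100% = 1 mM EGTA wells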
mIAP inh: mouse IAP inhibition. AID 2806. purified mouse IAP, CDP-Star luminescence, 30 min. inhibition, % at 10 µM. 330,000 tested, 0.2% active;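 active means inhibition of at least 40% at 10 µM in the primary screen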;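 further: plate controls were DMSO with enzyme for no effect and no enzyme wells for full effect; values of inactives mirror those of a sister screen read the other way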
hIAP activ: human IAP activation. purified human IAP, CDP-Star luminescence, 30 min; stronger effect = higher value; 1 = vehicle-only enzyme, 0 = enzyme-free background. activation factor at 10 µM. 330,000 tested, 0.16% active;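 active means activation factor of the enzyme at least 2-fold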; further: the source names both 10 and 20 µM as test concentration; values of inactives mirror those of a sister screen read the other way
Target sequence (P09923 whole entry, looked up): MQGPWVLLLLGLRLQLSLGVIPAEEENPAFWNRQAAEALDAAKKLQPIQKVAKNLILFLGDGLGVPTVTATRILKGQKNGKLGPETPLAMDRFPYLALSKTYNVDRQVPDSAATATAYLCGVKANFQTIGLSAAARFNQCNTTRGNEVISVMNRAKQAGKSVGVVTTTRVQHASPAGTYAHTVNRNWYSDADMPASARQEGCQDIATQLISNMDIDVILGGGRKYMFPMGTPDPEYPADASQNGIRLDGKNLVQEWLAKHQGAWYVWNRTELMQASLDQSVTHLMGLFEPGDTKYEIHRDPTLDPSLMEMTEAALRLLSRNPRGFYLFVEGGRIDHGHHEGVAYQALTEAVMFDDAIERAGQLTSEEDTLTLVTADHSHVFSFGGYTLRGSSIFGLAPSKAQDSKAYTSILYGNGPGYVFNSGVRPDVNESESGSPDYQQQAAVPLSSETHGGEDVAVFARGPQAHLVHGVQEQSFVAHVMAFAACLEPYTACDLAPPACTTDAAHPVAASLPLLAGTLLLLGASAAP
ATG4B inhibitor: inhibitors of human ATG4B cysteine protease | Q9Y4P1 | ATG4B cleavage of LC3-PLA2, NBD-HPC fluorescence, 1 h | inhibition, % at 8.33 µM | 340,000 tested, 0.51% active | AID 504462; in the data active means inhibition above about 40%
hIAP block: human IAP inhibition. purified IAP, CDP-Star luminescence, 30 min. P09923. 330,000 tested, 0.12% active. inhibition, % at 10 µM;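 active means inhibition reaching a set limit with compound at 10 µM in the primary screen, cut at about 35% in these data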;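 further: plate controls were DMSO wells with enzyme for no effect and no-enzyme buffer wells for full effect; values of inactives mirror those of a sister screen read the other way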
MIN6 prolif: MIN6 beta-cell proliferation induction | MIN6 cells proliferation, ATPlite luminescence, 48 h; cells starved in 0.2% serum; 100% = growth in 10% serum | 330,000 tested, 0.29% active | proliferation, % at 10 µM;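 active means compounds whose signal lies at least 3.5 SD above the mean of all wells on their plate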;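 further: 0% = DMSO-treated cells in low-serum medium and 100% = 10% serum control; some compounds called inactive have numbers as strong as hits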
An asterisk follows results filed as active.

Results for CN1CCN(S(=O)(=O)c2ccc(NC(=O)Cc3cccs3)cc2)CC1 ?
A3G deaminase: 0; mIAP act: 0.97; A3A deaminase: 9; MPTP inh: -0.6; mIAP inh: 3; hIAP activ: 1.1; ATG4B inhibitor: 3; hIAP block: -11; MIN6 prolif: -2

How did CC(C)OCCCNC(=O)c1cc2c(=O)n(C)c3ccccc3c2n1C do in these assays?
A3G deaminase: -7; mIAP act: 1.1; A3A deaminase: -3; MPTP inh: 0.2; mIAP inh: -12; hIAP activ: 0.98; ATG4B inhibitor: -1; hIAP block: 2; MIN6 prolif: 6

Results for Cc1cnc(C(=O)NCc2ccc(F)cc2)cn1 ?
A3G deaminase: -6; mIAP act: 0.94; A3A deaminase: 0; MPTP inh: 3.4; mIAP inh: 6; hIAP activ: 0.79; ATG4B inhibitor: 3; hIAP block: 21; MIN6 prolif: 0

How did COc1ccc(/C=N/N=C/c2ccc(OC)cc2)cc1 do in these assays?
A3G deaminase: -7; mIAP act: 0.99; A3A deaminase: -1; MPTP inh: 2.2; mIAP inh: 1; hIAP activ: 1.1; ATG4B inhibitor: -7; hIAP block: -10; MIN6 prolif: 1

What do the screens show for `CCOc1cc(CNCc2ccccc2)ccc1OCc1ccc(Cl)cc1`?
A3G deaminase: -7; mIAP act: 1.1; A3A deaminase: -3; MPTP inh: 68*; mIAP inh: -8; hIAP activ: 1.1; ATG4B inhibitor: -5; hIAP block: -8; MIN6 prolif: -6

What do the screens show for `Cc1ccc(S(=O)(=O)N2CCN(Cc3ccccc3)CC2)s1`?
A3G deaminase: -6; mIAP act: 1.1; A3A deaminase: -5; MPTP inh: -1.8; mIAP inh: -8; hIAP activ: 1.2; ATG4B inhibitor: -2; hIAP block: -17; MIN6 prolif: -3

Results for Cc1nnc(SCCC(=O)Nc2ccc(Cl)cc2)o1 ?
A3G deaminase: -8; mIAP act: 1.1; A3A deaminase: -2; MPTP inh: -1.2; mIAP inh: -5; hIAP activ: 1.1; ATG4B inhibitor: -1; hIAP block: -12; MIN6 prolif: -3

What do the screens show for `COc1ccc(C(CC(=O)N2CCN(c3ccccc3)CC2)c2c(OC)cc(OC)c3ccc(=O)oc23)cc1` (stereo not given)?
A3G deaminase: -3; mIAP act: 0.87; A3A deaminase: 2; MPTP inh: 0.1; mIAP inh: 13; hIAP activ: 1; ATG4B inhibitor: -9; hIAP block: 0; MIN6 prolif: -6

Results for CC1CCN(C(=O)C(NS(=O)(=O)c2cccc3nsnc23)c2ccccc2)CC1 (stereo not given) ?
A3G deaminase: -3; mIAP act: 1; A3A deaminase: 0; MPTP inh: 1.8; mIAP inh: -2; hIAP activ: 0.89; ATG4B inhibitor: -3; hIAP block: 11; MIN6 prolif: -2

How did COc1ccc(C(=O)c2cc3ccc(O)cc3oc2=O)cc1 do in these assays?
A3G deaminase: -11; mIAP act: 0.94; A3A deaminase: -7; MPTP inh: -0.6; mIAP inh: 6; hIAP activ: 0.93; ATG4B inhibitor: -15; hIAP block: 7; MIN6 prolif: -3

How did Cc1csc(/N=C/N(C)C)c1C#N do in these assays?
A3G deaminase: -1; mIAP act: 1; A3A deaminase: 0; MPTP inh: 2.0; mIAP inh: 0; hIAP activ: 0.86; ATG4B inhibitor: 3; hIAP block: 14; MIN6 prolif: 2

How did CCOC(=O)Cn1cc(Cl)c(=O)c(Cl)c1 do in these assays?
A3G deaminase: 6; mIAP act: 0.97; A3A deaminase: 3; MPTP inh: 0.4; mIAP inh: 3; hIAP activ: 0.83; ATG4B inhibitor: -14; hIAP block: 17; MIN6 prolif: -2

Results for CCCC(=O)Nc1ccccc1Sc1ncnc2scc(-c3ccccc3)c12 ?
A3G deaminase: -3; mIAP act: 1; A3A deaminase: 1; MPTP inh: -1.9; mIAP inh: -1; hIAP activ: 0.99; ATG4B inhibitor: -6; hIAP block: 1; MIN6 prolif: -2

Results for Cc1c(C)n(C(=O)CSc2nccn2C)c2ccccc12 ?
A3G deaminase: -5; mIAP act: 1; A3A deaminase: -3; MPTP inh: 0.1; mIAP inh: 0; hIAP activ: 1; ATG4B inhibitor: -12; hIAP block: -4; MIN6 prolif: -2

What do the screens show for `CN(C(=O)CSc1nc2ccc(Cl)cc2[nH]1)C1CCS(=O)(=O)C1` (stereo not given)?
A3G deaminase: -5; mIAP act: 0.98; A3A deaminase: -3; MPTP inh: -0.1; mIAP inh: 2; hIAP activ: 1; ATG4B inhibitor: 2; hIAP block: -3; MIN6 prolif: -3

What do the screens show for `C/C(=N\N=C(/N)SC1CC(=O)N(c2ccc(Cl)c(Cl)c2)C1=O)c1cccs1` (stereo not given)?
A3G deaminase: -4; mIAP act: 0.91; A3A deaminase: -1; MPTP inh: 2.6; mIAP inh: 9; hIAP activ: 1.1; ATG4B inhibitor: 39; hIAP block: -12; MIN6 prolif: -4

What do the screens show for `O=C1c2ccccc2S(=O)(=O)N1CCS(=O)(=O)c1ccc(F)cc1`?
A3G deaminase: 8; mIAP act: 1.1; A3A deaminase: 0; MPTP inh: 0.2; mIAP inh: -9; hIAP activ: 1; ATG4B inhibitor: 2; hIAP block: -4; MIN6 prolif: -3

What do the screens show for `CSC1=NCCN1C(=O)c1ccc(Br)o1`?
A3G deaminase: -5; mIAP act: 0.93; A3A deaminase: -3; MPTP inh: -0.4; mIAP inh: 7; hIAP activ: 1.1; ATG4B inhibitor: 5; hIAP block: -8; MIN6 prolif: -1

How did COCCCN(C(=S)Nc1ccc(C)cc1Cl)C(C)c1ccncc1 (stereo not given) do in these assays?
A3G deaminase: -9; mIAP act: 1.1; A3A deaminase: -5; MPTP inh: 0.4; mIAP inh: -9; hIAP activ: 0.93; ATG4B inhibitor: 24; hIAP block: 7; MIN6 prolif: 0

How did O=C(Cn1[nH]c(=O)c2ccccc2c1=O)OCC(=O)N1CCCc2ccccc21 do in these assays?
A3G deaminase: -3; mIAP act: 0.97; A3A deaminase: 1; MPTP inh: 0.4; mIAP inh: 3; hIAP activ: 1.2; ATG4B inhibitor: -9; hIAP block: -24; MIN6 prolif: 2

The final three compounds of the part above open the next one.
What do the screens show for `CSC1=NCCN1C(=O)c1ccc(Br)o1`?
A3G deaminase: -5; mIAP act: 0.93; A3A deaminase: -3; MPTP inh: -0.4; mIAP inh: 7; hIAP activ: 1.1; ATG4B inhibitor: 5; hIAP block: -8; MIN6 prolif: -1

How did COCCCN(C(=S)Nc1ccc(C)cc1Cl)C(C)c1ccncc1 (stereo not given) do in these assays?
A3G deaminase: -9; mIAP act: 1.1; A3A deaminase: -5; MPTP inh: 0.4; mIAP inh: -9; hIAP activ: 0.93; ATG4B inhibitor: 24; hIAP block: 7; MIN6 prolif: 0

How did O=C(Cn1[nH]c(=O)c2ccccc2c1=O)OCC(=O)N1CCCc2ccccc21 do in these assays?
A3G deaminase: -3; mIAP act: 0.97; A3A deaminase: 1; MPTP inh: 0.4; mIAP inh: 3; hIAP activ: 1.2; ATG4B inhibitor: -9; hIAP block: -24; MIN6 prolif: 2

How did C(=N\N1CCN(C(c2ccccc2)c2ccccc2)CC1)/c1ccc2c(c1)OCO2 do in these assays?
A3G deaminase: -8; mIAP act: 0.89; A3A deaminase: 2; MPTP inh: 22; mIAP inh: 11; hIAP activ: 0.98; ATG4B inhibitor: -5; hIAP block: 2; MIN6 prolif: -4

Results for CCC(=O)Nc1cc(C(C)C)c(O)cc1C ?
A3G deaminase: -3; mIAP act: 0.96; A3A deaminase: -2; MPTP inh: 11; mIAP inh: 4; hIAP activ: 1; ATG4B inhibitor: -2; hIAP block: 0; MIN6 prolif: -1

What do the screens show for `Nc1nnc(SCC(=O)Nc2cccc(Cl)c2)s1`?
A3G deaminase: 2; mIAP act: 0.98; A3A deaminase: 3; MPTP inh: 2.6; mIAP inh: 2; hIAP activ: 1.1; ATG4B inhibitor: -3; hIAP block: -8; MIN6 prolif: -3

Results for CCOC(=O)/C(C#N)=N/Nc1ccccc1OC ?
A3G deaminase: -6; mIAP act: 0.98; A3A deaminase: -4; MPTP inh: 0.2; mIAP inh: 2; hIAP activ: 0.93; ATG4B inhibitor: 6; hIAP block: 7; MIN6 prolif: -2

What do the screens show for `COc1ccc(C(=O)NCC(=O)OCc2ccc([N+](=O)[O-])cc2)cc1`?
A3G deaminase: -3; mIAP act: 0.95; A3A deaminase: -2; MPTP inh: 3.5; mIAP inh: 5; hIAP activ: 1.1; ATG4B inhibitor: 0; hIAP block: -10; MIN6 prolif: -2

What do the screens show for `COc1ccc(NC(=O)CN(C)S(=O)(=O)c2ccc3c(c2)CCC(=O)N3)c(OC)c1`?
A3G deaminase: -2; mIAP act: 1.1; A3A deaminase: -1; MPTP inh: 0.5; mIAP inh: -7; hIAP activ: 0.98; ATG4B inhibitor: 3; hIAP block: 2; MIN6 prolif: -4

Results for N[C@@H](Cc1cc(I)c(O)c(I)c1)C(=O)O ?
A3G deaminase: -3; mIAP act: 1; A3A deaminase: 2; MPTP inh: -0.1; mIAP inh: -4; hIAP activ: 0.91; ATG4B inhibitor: 4; hIAP block: 9; MIN6 prolif: 1

What do the screens show for `CC(=O)Nc1ccc(S(=O)(=O)N(C)CC(=O)OCC(=O)Nc2ccc3c(c2)OCO3)cc1`?
A3G deaminase: -6; mIAP act: 1.1; A3A deaminase: -2; MPTP inh: 0.6; mIAP inh: -15; hIAP activ: 1.1; ATG4B inhibitor: 0; hIAP block: -6; MIN6 prolif: -1

Results for COC(=O)c1ccc(Oc2ccc3nncn3n2)cc1 ?
A3G deaminase: -7; mIAP act: 0.94; A3A deaminase: 0; MPTP inh: -0.7; mIAP inh: 6; hIAP activ: 0.86; ATG4B inhibitor: 3; hIAP block: 14; MIN6 prolif: 0

What do the screens show for `Cc1nc2ccccc2c(=O)n1-c1cccc(NC(=O)c2cccs2)c1`?
A3G deaminase: 0; mIAP act: 0.93; A3A deaminase: 3; MPTP inh: 7.0; mIAP inh: 7; hIAP activ: 0.91; ATG4B inhibitor: 4; hIAP block: 9; MIN6 prolif: 0

Results for Cc1cc2c(cc1S(=O)(=O)CCC(=O)NC1CCC(C)CC1)OCC(=O)N2 (stereo not given) ?
A3G deaminase: 5; mIAP act: 0.98; A3A deaminase: 0; MPTP inh: 0.5; mIAP inh: 2; hIAP activ: 1.1; ATG4B inhibitor: -18; hIAP block: -6; MIN6 prolif: 2

What do the screens show for `Cc1ccc(/C=C(/NC(=O)c2ccccc2)C(=O)NCCc2c[nH]c3ccccc23)o1`?
A3G deaminase: -5; mIAP act: 0.98; A3A deaminase: -4; MPTP inh: -7.0; mIAP inh: 2; hIAP activ: 0.89; ATG4B inhibitor: -3; hIAP block: 11; MIN6 prolif: 0

Results for CC1CN(Cc2ccccc2Cl)CC(C)O1 (stereo not given) ?
A3G deaminase: -5; mIAP act: 1.1; A3A deaminase: -2; MPTP inh: 0.0; mIAP inh: -10; hIAP activ: 0.82; ATG4B inhibitor: -5; hIAP block: 18; MIN6 prolif: -1

What do the screens show for `CC(=O)c1ccc(N2CCN(c3ncccn3)CC2)c([N+](=O)[O-])c1`?
A3G deaminase: -7; mIAP act: 0.94; A3A deaminase: 0; MPTP inh: 0.7; mIAP inh: 6; hIAP activ: 0.96; ATG4B inhibitor: -3; hIAP block: 4; MIN6 prolif: 1

2 successive entries out of the list so far, quoted:
Results for CC1CN(Cc2ccccc2Cl)CC(C)O1 (stereo not given) ?
A3G deaminase: -5; mIAP act: 1.1; A3A deaminase: -2; MPTP inh: 0.0; mIAP inh: -10; hIAP activ: 0.82; ATG4B inhibitor: -5; hIAP block: 18; MIN6 prolif: -1

What do the screens show for `CC(=O)c1ccc(N2CCN(c3ncccn3)CC2)c([N+](=O)[O-])c1`?
A3G deaminase: -7; mIAP act: 0.94; A3A deaminase: 0; MPTP inh: 0.7; mIAP inh: 6; hIAP activ: 0.96; ATG4B inhibitor: -3; hIAP block: 4; MIN6 prolif: 1
